JMJD2E inh = qHTS Assay for Inhibitors of Human Jumonji Domain Containing 2E (JMJD2E); JMJD2E catalytic domain, FDH-coupled NADH fluorescence (FDH is formaldehyde dehydrogenase); Lysine-specific demethylase 4E (Homo sapiens), B2RXH2; Potency, µM (top dose mostly 57.1 µM), inactives show top-dose activity change, negative = inhibition, actives largely listed as inhibitors; actives 1.6% (n = 230,000); active = well fitted inhibition curve with a large enough effect, not every such curve was filed as active; inconclusive = small, poorly fitted or top-dose-only effect, or another doubt; inactive = no such curve, though single readings can be large or run the other way;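 also: 0% = wells with enzyme and -100% = buffer wells without enzyme; nearly all actives have a fitted effect of over 50% in size; many of its hits are not listed in these tables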
Luc counter = Counterscreen for Luciferase (Kinase-Glo TM) Inhibition | Luciferin 4-monooxygenase (Photuris pensylvanica), Q27757 | Kinase-Glo luciferase, ATP luminescence, 8 min | Potency, µM (top dose mostly 38.3 µM), for the others: at the highest dose activity change, negative = inhibition, usual class: inhibitors | actives 0.28% (n = 200,000) | AID 1379, 2008; also: % is scaled to controls: 0 for no effect and ±100 for the full control effect; nearly all actives have a fitted effect of over 60% in size
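Compound is pinned into ATP-containing buffer (10 uM ATP, imidazole pH 7.2, 7 mM MgCl2). Kinase-Glo luciferase reagent is then added. Light output is recorded following an 8-min room-temperature incubation.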
NPSR antag = qHTS Assay for Antagonists of the Neuropeptide S Receptor: cAMP Signal Transduction; Potency, µM (highest dose often 38.3 µM), without a hit: top-dose activity change, negative = inhibition, hits mostly inhibitors; Q6W5P4; CHO-NPSR cells, cAMP TR-FRET, antagonist mode; actives 1% (n = 220,000); AID 1461, 2008; also: % is scaled to controls: 0 for no effect and ±100 for the full control effect; nearly all actives have a fitted effect of over 50% in size; many of its hits are not listed in these tables
Target sequence (Q6W5P4 whole entry, looked up): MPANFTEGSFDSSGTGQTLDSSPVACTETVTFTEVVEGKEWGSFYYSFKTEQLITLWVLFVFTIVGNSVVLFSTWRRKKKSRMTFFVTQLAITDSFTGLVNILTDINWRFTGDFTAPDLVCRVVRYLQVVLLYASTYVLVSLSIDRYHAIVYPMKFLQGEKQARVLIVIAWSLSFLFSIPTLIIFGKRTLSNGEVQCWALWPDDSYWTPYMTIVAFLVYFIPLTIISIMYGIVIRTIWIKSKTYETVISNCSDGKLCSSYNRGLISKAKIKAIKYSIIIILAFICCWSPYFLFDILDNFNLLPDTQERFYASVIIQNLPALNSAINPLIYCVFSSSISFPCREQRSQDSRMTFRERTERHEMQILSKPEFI
Epigenetic reg = Quantitative High-Throughput Screen for Regulators of Epigenetic Control; actives 0.2% (n = 280,000); murine LDR cells, GFP reporter derepression, 30 h; Potency, µM (top dose mostly 53.9 µM), without a hit: top-dose GFP activation, hits mostly activators; also: % of control where 0% means no effect; nearly all actives have a fitted effect of over 60% in size
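Reporter derepression read as number of fluorescent GFP-positive objects, 20-120 um in size, counted by laser-scanning cytometer. Mouse LDR line with an epigenetically silenced CMV-GFP locus; compound incubation 30 h, 37 C.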
RECQ1 helicase = qHTS Assay for Inhibitors of RecQ-Like Dna Helicase 1 (RECQ1); actives 0.54% (n = 240,000); AID 2549, 2010; Potency, µM (top dose mostly 57.3 µM), without a hit: top-dose activity, negative = inhibition, hits mostly inhibitors; RECQ1 DNA unwinding, red fluorescence kinetic read;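 also: plate controls were vehicle for no effect and no enzyme for full effect; nearly all actives have a fitted effect of over 30% in size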
Target sequence (P46063 whole entry, looked up): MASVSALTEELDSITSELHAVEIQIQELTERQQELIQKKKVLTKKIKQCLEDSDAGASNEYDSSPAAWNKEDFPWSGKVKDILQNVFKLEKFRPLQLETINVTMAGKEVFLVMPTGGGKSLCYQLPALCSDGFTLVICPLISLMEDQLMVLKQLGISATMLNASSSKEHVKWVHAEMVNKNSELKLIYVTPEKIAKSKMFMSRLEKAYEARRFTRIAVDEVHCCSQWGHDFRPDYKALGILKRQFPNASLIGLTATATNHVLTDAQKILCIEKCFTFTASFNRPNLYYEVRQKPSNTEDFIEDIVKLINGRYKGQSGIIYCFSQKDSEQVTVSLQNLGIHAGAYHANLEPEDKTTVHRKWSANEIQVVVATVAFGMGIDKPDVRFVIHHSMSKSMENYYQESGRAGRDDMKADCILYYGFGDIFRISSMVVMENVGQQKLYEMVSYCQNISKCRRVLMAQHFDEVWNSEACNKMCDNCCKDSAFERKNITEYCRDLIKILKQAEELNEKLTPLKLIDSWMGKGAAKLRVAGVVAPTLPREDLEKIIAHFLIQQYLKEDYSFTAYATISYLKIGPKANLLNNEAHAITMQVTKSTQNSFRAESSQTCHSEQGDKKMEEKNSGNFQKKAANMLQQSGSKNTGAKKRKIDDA
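RECQ1T1 50 nM; forked duplex (20 bp + 30-nt ss tails) 200 nM, ATP 2 mM final; pH 8.0, 2 mM MgCl2, 2.5 ug/ml poly(dI-dC); 15 min compound preincubation; discontinuous kinetic read over 2 h at RT.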
GoLoco inh red = qHTS Assay for Inhibitors of RGS12 GoLoco Motif Activity (Red Fluorophore); Guanine nucleotide-binding protein G(i) subunit alpha-1 (Homo sapiens), P63096; Gai1:RGS12 GoLoco peptide FP, rhodamine, 10 min; Potency, µM (doses to about 61.6 µM), inactives show top-dose activity, negative = inhibition, actives largely listed as inhibitors; actives 0.44% (n = 230,000); AID 880, 2007; active = well fitted inhibition curve with a large enough effect, not every such curve was filed as active; inactive = no such curve, though single readings can be large or run the other way; also: % is scaled to controls: 0 for no effect and ±100 for the full control effect; nearly all actives have a fitted effect of over 30% in size; many of its hits are not listed in these tables
IMPase Li cell = qHTS Assay for Identifying the Cell-Membrane Permeable IMPase Inhibitors: Potentiation with Lithium. CHO-M1 cells, IP1 TR-FRET (IP-One), carbachol + lithium. Potency, µM (highest dose often 59.4 µM), without a hit: top-dose activity, negative = IMPase inhibition, most hits filed as inhibitors. actives 0.35% (n = 210,000);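 also: IP1 builds up when IMPase is blocked and the TR-FRET signal falls; plate controls were basal vehicle for no effect and high inhibitor control for full effect; nearly all actives have a fitted effect of over 50% in size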
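CHO-M1, 2000 cells/well, 16–30 h culture; cpd + low Li+, 30 min 37C; lysis with d2-IP1/Eu-anti-IP1 Ab, 10 min RT; TR-FRET 665/620 ratio and 620 channel; AC50 via Hill.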
SMN2 splice enh = qHTS Assay for Enhancers of SMN2 Splice Variant Expression; HEK293 SMN2-luciferase splicing reporter, luminescence, 30-36 h; Potency, µM (doses to about 46.1 µM), without a hit: top-dose activity change, positive = activation, hits mostly activators; actives 2.8% (n = 210,000); AID 1458, 2008; also: % of control where 0% means no effect; nearly all actives have a fitted effect of over 55% in size
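HEK293 cells carry an SMN2 minigene-luciferase reporter in which exon 7 inclusion puts luciferase in frame. Cells were seeded at 2000 cells/well, attached for 10-12 hours, then exposed to compounds for 30-36 hours at 37C before ONE-Glo luminescence.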
* hit, by the source's call; i = inactive; u = inconclusive; x = not tested or not shown; [ ] = another dose, or the depositor's remark. Unless noted, calls follow the shape of the dose curve; as a rule, active = well fitted curve in the direction sought with a large enough effect; inconclusive = small, poorly fitted or top-dose-only effect, or another doubt; inactive = no such curve, though single readings can be large; an effect the other way counts as inactive or inconclusive. Potency is read from the fitted curve at half-maximal effect.

SMILES | JMJD2E inh | Luc counter | NPSR antag | Epigenetic reg | RECQ1 helicase | GoLoco inh red | IMPase Li cell | SMN2 splice enh
COc1cc(/C=C/C(=O)OCC(=O)NC(=O)NC(C)C)cc(OC)c1OC | u | 6% | 7% | -3.4% | 0% | -9% | 18% | 2%
CCNC(=S)Nc1cccc(S(=O)(=O)Nc2ccccc2OC)c1 | -9% | x | -1% | -1.0% | -2% | 28% | x | x
Cc1ccc(NC(=O)c2c(NC(=O)CCC(=O)O)sc3c2CCCCC3)cc1 | u | -1% | 6% | -0.5% | -14% | 28% | -3% | x
COC(=O)C1=C(N)OC2=C(C(=O)CC(C)(C)C2)C1c1cccnc1 (stereo unspecified) | 4% | -4% | -13%[46.1 µM] | 1.5% | -1% | -3% | -9%[38.3 µM] | 15%
CCOc1ccc(-c2cnc3ccccc3n2)cc1 | u | x | -17% | 1.8% | -1% | 7% | x | x
CCn1c(SCC(=O)Nc2nc(C)cs2)nnc1-c1ccoc1C | -10% | 19% | -6%[46.1 µM] | -2.4% | -1% | 1% | 16%[38.3 µM] | 2%
COc1cc(OC)c(S(=O)(=O)NC(C)C)cc1C(=O)O | u | x | u | -3.8% | -9% | -5% | x | x
NC(=O)C1CCN(C(=O)OCc2ccccc2)CC1 | 2% | 0% | -6%[46.1 µM] | -1.1% | -14% | -11% | -9%[38.3 µM] | u
O=C(CCCCCNC(=O)c1ccccc1)N/N=C/c1ccccc1 | -3% | 3% | 8% | 1.0% | 0% | -5% | 8% | -17%
Cc1ccc(NS(=O)(=O)c2cccc(C(=O)n3ncc(C#N)c3N)c2)c(C)c1 | 2% | 2% | -5%[46.1 µM] | -0.4% | -2% | 5% | 4%[38.3 µM] | 4%
CCCn1c(C)nc2c(N3CCOCC3)nc(C)nc21 | -2% | -2% | x | 3.2% | i | -1% | -9% | -23%
Cc1ccc(-n2ncc3c(SCC(=O)Nc4cc(C)on4)ncnc32)c(C)c1 | -6% | 2% | -10% | -2.0% | 1% | 1% | -25% | -14%
COc1ccc(-c2nc(CN3CCC(C(=O)N4CCc5ccccc54)CC3)c(C)o2)cc1OC | -18% | -5% | -3%[46.1 µM] | -1.8% | -1% | 5% | 7%[38.3 µM] | 13%
CN1C(=O)C(O)(CC(=O)c2ccncc2)c2ccccc21 (stereo unspecified) | -6% | -1% | 8%[46.1 µM] | 1.5% | -1% | 3% | 37%[38.3 µM] | -4%
COc1ccc(C2CC(c3ccccc3)=NN2C(=O)COC(=O)c2cnc(Cl)c(Cl)c2)cc1 (stereo unspecified) | 6% | -2% | -29% | 2.5% | -6% | -5% | -6% | -4%
O=C(N/N=C/c1ccc(Br)s1)c1ccco1 | -7% | x | 39% | 1.1% | 0% | 7% | x | x
CCn1c(COc2ccccc2C)nnc1SCC(=O)O | 1% | 5% | 2%[46.1 µM] | 0.0% | -9% | -1% | 5%[38.3 µM] | 10%
CCn1nnnc1NC(=O)c1ccc2ccccc2c1 | -25% | -2% | -2% | 0.0% | -4% | 3% | -1% | x
COc1cccc(C2(c3cccc(OC)c3)CC2C(=O)Nc2cccc3ccccc23)c1 (stereo unspecified) | -2% | -1% | -28% | -1.0% | 3% | 1% | 11% | 9%
Cn1ncc(Cl)c1C(=O)N/N=C/c1ccccn1 | -2% | -8% | 17% | -1.1% | i | -3% | 2% | 13%

As a short view, some entries already given:
SMILES | JMJD2E inh | Luc counter | NPSR antag | Epigenetic reg | RECQ1 helicase | GoLoco inh red | IMPase Li cell | SMN2 splice enh
COc1cc(/C=C/C(=O)OCC(=O)NC(=O)NC(C)C)cc(OC)c1OC | u | 6% | 7% | -3.4% | 0% | -9% | 18% | 2%
CCNC(=S)Nc1cccc(S(=O)(=O)Nc2ccccc2OC)c1 | -9% | x | -1% | -1.0% | -2% | 28% | x | x

(cont.)
SMILES | JMJD2E inh | Luc counter | NPSR antag | Epigenetic reg | RECQ1 helicase | GoLoco inh red | IMPase Li cell | SMN2 splice enh
Cc1ccc(CN2CCC(c3cc(-c4cccs4)n[nH]3)CC2)cc1 | -4% | 0% | -45% | 2.1% | -12% | 0% | 29% | -17%
COCC(C)NC(C(=O)Nc1ccc(Cl)c([N+](=O)[O-])c1)c1ccccc1 (stereo unspecified) | u | 3% | -7% | 0.0% | -6% | -2% | 2% | 9%
CCc1ccc(C(=O)/C=C/Nc2ccc(S(=O)(=O)Nc3onc(C)c3C)cc2)cc1 | -1% | 0% | -34% | 1.0% | 5% | -3% | 9% | 7%
CCOc1cc(/C=C(\C#N)C(=O)NCc2cccnc2)ccc1O | -12% | 1% | -26% | -2.8% | i | 14% | 13% | -19%
CN(C)CCCNC(=O)c1ccccc1Oc1ccccc1 | -4% | x | -30% | -2.2% | 1% | 6% | x | x
O=S(=O)(Cc1cc(-c2ccccc2Cl)no1)c1ccccc1 | 2% | -1% | -4% | -3.9% | 10% | 126%[activator] | 23% | u
Cc1ccc(NC(=O)CNc2ccc(OC(C)C)cc2)c(C)c1 | -5% | -1% | -3%[46.1 µM] | -2.0% | -1% | 3% | 1% | -8%
c1ccc(Cc2nnc3sc(-c4cccnc4)nn23)cc1 | 7% | 3% | -4%[46.1 µM] | 0.0% | -2% | 13% | -4%[38.3 µM] | u
Cc1cc(Nc2ccccc2)n(C(=O)c2ccccc2)n1 | -4% | 21% | -4%[46.1 µM] | -1.4% | i | -3% | 24%[38.3 µM] | -13%
Cc1scc(C(=O)N/N=C/c2ccc(Cl)s2)c1C | 0% | -5% | -25% | 0.0% | -1% | 7% | 4% | 18µM*
N/C(Cc1ccc(Cl)c(Cl)c1)=N\OC(=O)c1cccs1 | -1% | 0% | -8%[46.1 µM] | -1.1% | 13% | 3% | -4%[38.3 µM] | 9%
Cc1ccc(Oc2cnc3ccccc3n2)cc1 | -3% | -5% | -10%[46.1 µM] | 1.2% | i | -4% | 1%[38.3 µM] | 5%
O=C(c1ccc(COc2ccccc2Br)cc1)N1CCCCCC1 | 1% | -2% | -46% | 1.1% | 14% | 6% | 0% | -25%
CC(=O)Nc1ccc(OCC(O)CN2CCN(c3cccc(Cl)c3)CC2)cc1 (stereo unspecified) | 5% | -3% | -6%[46.1 µM] | 0.0% | 0% | 3% | 10% | -5%
COc1ccc(OC)c(Nc2nc(NCCC(C)C)nc(N)c2[N+](=O)[O-])c1 | -6% | x | u | 0.9% | -2% | 1% | x | x
CCOc1ncccc1C(=O)OCC(=O)N1CCN(S(=O)(=O)c2ccc(Cl)cc2)CC1 | 4% | -3% | -29%[46.1 µM] | -2.5% | -11% | 1% | -10%[38.3 µM] | -2%
Cc1ccc(N(C(=O)CCl)C(C(=O)NC2CCCCC2)c2cccnc2)cc1C (stereo unspecified) | 1% | 1% | -59% | 0.0% | 0% | -4% | 3% | -43%[inhibitor][1.84 µM]
CCN(CC)c1ccc(C(=O)N/N=C(\C)c2cccc(OC)c2)cc1 | u | 0% | 10% | 0.0% | 0% | 11% | 0% | -2%
N#Cc1cncc(-c2ccc3c(c2)OCCOCCOCCOCCOCCO3)n1 | -3% | -4% | 7% | -3.6% | 8% | 3% | -9% | -15%
COc1ccccc1NC(=O)c1csc2c1CCCC2 | 0% | 1% | -16%[46.1 µM] | -2.6% | -14% | 0% | -2%[38.3 µM] | -18%
CCN1CCCC1CNC(=O)C(=O)NCCc1ccc(OC)c(OC)c1 (stereo unspecified) | 1% | -1% | 5% | 1.1% | i | -1% | 7% | 18%
Nc1nc(SCc2nc3scc(-c4cccs4)c3c(=O)[nH]2)n[nH]1 | 4% | -1% | -10%[46.1 µM] | -0.8% | -14% | 8% | 1%[38.3 µM] | 0%
Nc1nc2nc(-c3cccs3)cc(C(F)(F)F)n2n1 | u | 0% | -2% | -1.3% | i | 0% | -14% | 20%
Cc1ccc(-c2nnc(SCC(=O)N/N=C/c3ccccc3C(=O)O)n2-c2ccccc2)cc1 | -7% | -1% | 24% | 1.1% | -5% | 2% | 3% | -18%
CC(NC(=O)C1CCN(S(=O)(=O)N2CCCCCC2)CC1)c1ccccc1 (stereo unspecified) | -1% | -6% | -17%[46.1 µM] | -1.1% | -4% | 8% | -16%[38.3 µM] | -31%[inhibitor]
CC12CN3CC(C)(CN(C1)C3c1ccc3c(c1)OCO3)C2=O (stereo unspecified) | 17% | 2% | -10%[46.1 µM] | 0.0% | i | 3% | 22%[38.3 µM] | 14%
CCN(CC)c1ccc(/C=N/NC(=O)Cc2cccs2)cc1 | u | 0% | -21%[46.1 µM] | 1.3% | -4% | -19% | 7% | -1%
COc1ccc2c(c1)N(C)C(=O)CC(c1ccccc1)=N2 | 6% | 0% | -8%[46.1 µM] | 2.0% | -8% | -7% | 30%[activator][38.3 µM] | 3%
Brc1ccc(N=C/C=C/C=C/Nc2ccc(Br)cc2)cc1 | u | 4% | 1%[46.1 µM] | -3.8% | -12% | 11% | -4%[38.3 µM] | 7%
Cc1ccc(N(Cc2cc3cc(C)ccc3[nH]c2=O)S(=O)(=O)c2ccccc2)cc1 | -13% | 2% | 9%[46.1 µM] | 1.3% | -13% | 4% | 1% | 10%
Cc1cccc(NC(=O)Cn2c(=O)n(C)c3ccccc32)c1 | 2% | 1% | -11%[46.1 µM] | -2.0% | -2% | 11% | 6% | 0%
c1ccc2c(c1)CSc1sccc1C2=C1CCNCC1 | -7% | 0% | -1% | 1.3% | -2% | -5% | 22% | -24%
Cc1cccc(NC(=S)Nc2ccccn2)c1C | 0% | 1% | 4%[46.1 µM] | 0.0% | -6% | 2% | 4% | 1%
Cc1occc1C(=O)N1CCN(C(=O)C2CCCO2)CC1 (stereo unspecified) | 4% | 1% | 1%[46.1 µM] | 1.0% | -2% | -3% | 13%[38.3 µM] | 8%
O=C(Cn1ncc2c3ccccc3n(Cc3ccccc3)c2c1=O)NCc1ccco1 | u | x | -10% | 2.0% | -10% | 7% | x | x

This is a subset; rates above refer to the full screens.
